# Compound activity as filed in PubChem.
# PhoP inhibition – inhibitors of PhoP regulon expression, primary screen, Salmonella Typhimurium, GFP reporter (AID 1863); S. Typhimurium PhoP-regulated promoter GFP reporter, 4 h; higher % means a stronger effect; inhibition, % at 50 µM; hits with a dose series show IC50 in µM; actives 0.16% (n = 300,000);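 active = inhibition over 29.93%, a cutoff 3 SD above the screen mean, later confirmed by dose response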;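 note: 0% = low Mg2+ inducing control and 100% = high Mg2+ repressing control; strong numbers were not always called active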
# West Nile virus CPE – inhibition of WNV-induced cytopathic effect – cell-based, CPE readout (AID 1621); West Nile virus-infected cells, CPE inhibition; higher % means a stronger effect; CPE inhibition, % at 10 µM, or IC50 in µM where a hit was titrated; actives 0.02% (n = 290,000); in the data active = a potency from the dose series; note: strong numbers were not always called active
# T cell modulator – modulates CD8 T cell binding to vesicles | calls only at 7 µM | actives 0.068% (n = 330,000) | 2C CD8+ T cell-vesicle binding, flow cytometry; active compounds read low;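 active = response, share of CD8 T cells binding vesicles, and their 90th percentile fluorescence all below set limits, cut at about 80% in these data, passing the limit was not always enough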
#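 Assay system: 2C TCR transgenic mouse naive CD8+ T cells, MACS-purified | Read-out: CD8+ gate FL2 mean fluorescence as % of same-row positive control | Signal: High-throughput flow cytometry with anti-B7-1 and anti-CD8 staining | Timing: Binding step 1.5 h, 37 °C, antibody labelling 20 min, ice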
# RSV antiviral HEp-2 – RSV antiviral activity via CPE protection, HEp-2 cells, primary 10 µM value included (AID 2391); CPE inhibition, % at 10 µM; hits with a dose series show IC50 in µM; HEp-2 cells, RSV-induced CPE inhibition; higher % means a stronger effect; actives 0.13% (n = 310,000); in the data active = a potency from the dose series; note: strong numbers were not always called active
# MgcRacGAP inhibition – MgcRacGAP GTPase-activating activity inhibitors, confirmation, biochemical, ADP Hunter fluorescence; MgcRacGAP-stimulated Rac1 GTP hydrolysis, ADP Hunter fluorescence; higher % means a stronger effect; GST-tagged Rac1 F28L mutant substrate; inhibition, % at 30 µM; hits with a dose series show IC50 in µM; actives 0.6% (n = 340,000); AID 624330;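 active = first-screen hits whose inhibition reached a set limit at any dose in the follow-up dose series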;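 note: fluorescence reports GDP produced by GAP-driven GTP hydrolysis; strong numbers were not always called active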
# Myeloid diff 2 – compounds promoting myeloid differentiation. ER-HoxA9 myeloid progenitors, lysozyme-GFP differentiation, flow cytometry. actives 1% (n = 360,000). calls only at 10 µM;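 active = normalized GFP-positive differentiation at or above the plate's own cutoff, the solvent-only control mean plus 3 SD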;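 note: cells exposed to compound for four days before flow analysis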
# WT yeast gro inh – growth inhibition of WT yeast, mitochondrial fusion screen; mitochondrial fusion phenotypic screen, WT strain; inhibition, % at 10 µM; actives 2.1% (n = 190,000); AID 1362; in the data active = inhibition above about 58%; tested in S. cerevisiae
# b-catenin transl – alters nuclear translocation of beta-catenin in HeLa cells; immunofluorescence imaging; nuclear translocation activity, % at 5 µM; actives 0.3% (n = 190,000); AID 1665;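 active = nuclear translocation activity above 50% at 5 µM, with a well cell count of 50 or more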;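 note: per-cell ratio of nuclear to cytoplasmic median beta-catenin stain intensity; plate controls were DMSO negative control for no effect and GSK-3 inhibitor IX positive control for full effect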
#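 Assay system: human HeLa cells, native beta-catenin; doses: 5 µM primary, 0.02–20 µM confirmation; incubation: compound treatment 24 h, 37°C, 5% CO2; technique: fluorescence imaging of beta-catenin antibody stain plus DAPI; measure: % activation, nuclear-to-cytoplasmic median beta-catenin signal ratio per cell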
# Large T inhibition – TAg ATPase/helicase activity blockers – biochemical (AID 1903) | SV40 large T antigen ATPase/helicase inhibition assay; higher % means a stronger effect | one-dose inhibition, % at 20 µM; IC50 in µM for titrated hits | actives 0.39% (n = 310,000); in the data active = a potency from the dose series; note: strong numbers were not always called active
# WT yeast gro inh mutant strain – second read-out of WT yeast gro inh, no call of its own (marks repeat the call); inhibition, %; mitochondrial fusion phenotypic screen, mutant strain inhibition
# b-catenin transl cell count 5 µM – also measured in b-catenin transl; calls as there; cell count; measured here: cell count, cytotoxicity flag
# T cell modulator vesicle-bound % – further read-out of T cell modulator, marked with its call; double positive events, %; measured here: CD8+ vesicle-bound cell fraction;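 binding gate set so that unloaded-vesicle control wells show 10% double positive cells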
# Myeloid diff 2 GFP+ MAC1+ % – second read-out of Myeloid diff 2, no call of its own (marks repeat the call); GFP+ MAC1+ double positive, %; measured here: differentiation confirmed by MAC1 staining
# Starred values were filed as active, the others as inactive; i = inactive; nt = no result given.
mol	Myeloid diff 2 GFP+ MAC1+ %	Large T inhibition	MgcRacGAP inhibition	Myeloid diff 2	T cell modulator vesicle-bound %	b-catenin transl	West Nile virus CPE	PhoP inhibition	T cell modulator	WT yeast gro inh	WT yeast gro inh mutant strain	RSV antiviral HEp-2	b-catenin transl cell count 5 µM
O=C(Cc1c(O)c2ccccc2[nH]c1=O)NC1CCCCCCC1	1.4	10%	3%	i	40	-1.5	0.0%	-6%	i	-10	14	2.4%	1137
O=C(O)c1cn(Cc2cccnc2)c(=O)c2ccccc12	nt	3%	nt	nt	44	-1.4	0.3%	6%	i	-6	3	2.6%	1070
CCn1c(CC(=O)Nc2ccc(F)cc2)nnc1SCC(=O)NC1=NCCS1	0.9	11%	2%	i	45	nt	-0.3%	-4%	i	nt	nt	1.2%	nt
O=C(NCc1ccco1)c1ccc(CNc2c(N3CCCCC3)c(=O)c2=O)cc1	1.9	-12%	12%	i	33	5.0	nt	3%	i	-1	1	1.5%	514
Cc1cc(C)c(S(=O)(=O)c2c(C)cccc2C)c(Cl)n1	4.3	16%	6%	i	22	nt	-0.5%	-4%	i	16	-4	-1.4%	nt
Cc1ncc(CO)c2cc(C(=O)Nc3ccccc3Cl)c(=Nc3cccc(C(N)=O)c3)oc12	0.3	19%	8%	i	24	nt	-0.5%	6%	i	nt	nt	1.6%	nt
COc1cccc(CNC(=O)CCS(=O)(=O)c2ccc3c(c2)oc(=O)n3C)c1	3.5	15%	8%	i	27	nt	-0.1%	-3%	i	nt	nt	-0.5%	nt
Cc1ccc(OCCNC(=O)c2ccccc2O)cc1	0.3	5%	7%	i	63	nt	-1.5%	2%	i	nt	nt	22%	nt
CC(C)c1ccc(OCc2ccc(C(=O)O)o2)cc1	0.8	20%	9%	i	56	-0.3	0.4%	-6%	i	nt	nt	5.6%	1255
Cc1noc(C)c1C(=O)Nc1ccc(F)cc1	0.4	6%	-3%	i	28	1.4	0.9%	-6%	i	-4	0	0.1%	1002

# Complete entries, quoted from the list. Order of screens: Myeloid diff 2 GFP+ MAC1+ %, Large T inhibition, MgcRacGAP inhibition, Myeloid diff 2, T cell modulator vesicle-bound %, b-catenin transl, West Nile virus CPE, PhoP inhibition, T cell modulator, WT yeast gro inh, WT yeast gro inh mutant strain, RSV antiviral HEp-2, b-catenin transl cell count 5 µM
# CC(C)c1ccc(OCc2ccc(C(=O)O)o2)cc1 is listed with 0.8, 20%, 9%, i, 56, -0.3, 0.4%, -6%, i, nt, nt, 5.6%, 1255
# Cc1ncc(CO)c2cc(C(=O)Nc3ccccc3Cl)c(=Nc3cccc(C(N)=O)c3)oc12 is listed with 0.3, 19%, 8%, i, 24, nt, -0.5%, 6%, i, nt, nt, 1.6%, nt

# More results.
mol	Myeloid diff 2 GFP+ MAC1+ %	Large T inhibition	MgcRacGAP inhibition	Myeloid diff 2	T cell modulator vesicle-bound %	b-catenin transl	West Nile virus CPE	PhoP inhibition	T cell modulator	WT yeast gro inh	WT yeast gro inh mutant strain	RSV antiviral HEp-2	b-catenin transl cell count 5 µM
CCOCCCNC(=O)C(NC(=O)c1ccc2c(c1)OCO2)c1ccc(Cl)cc1 (centres undefined)	0.8	12%	8%	i	46	-5.0	-0.8%	2%	i	3	0	0.5%	1093
Cc1cc(C)n(C(C)n2nc(C)cc2C)n1	1.4	7%	8%	i	13	-0.2	0.5%	-11%	i	8	17	-0.2%	1061
Cc1nc2ccccn2c1C(=O)NN=C1CCCC1	0.1	8%	-1%	i	6	0.5	0.2%	1%	i	-10	17	-0.3%	1094
Cc1cccc(C(=O)NC(=S)Nc2ccc(S(=O)(=O)N(C)c3ccccc3)cc2)c1	0.6	-2%	-2%	i	42	-3.1	nt	3%	i	41	43	19%	1227
O=C(CN1CCN(Cc2ccccc2)C1=O)NCc1ccc(Cl)cc1	0.6	6%	4%	i	36	-2.0	1.3%	28%	i	5	-13	0.1%	1204
CCCCN(C1CCS(=O)(=O)C1)S(=O)(=O)c1ccc(OC)c(OC)c1 (centres undefined)	0.6	4%	5%	i	32	nt	nt	1%	i	nt	nt	-2.6%	nt
COc1cc(CNn2cn[nH]c2=S)cc(Br)c1OCc1ccccc1F	0.0	14%	-7%	i	40	-2.3	1.2%	2%	i	72*	23*	5.3%	1162
NC(=NCCc1ccc(Cl)cc1)NS(=O)(=O)c1ccc(F)cc1	0.4	1%	3%	i	30	0.9	-0.1%	16%	i	11	2	9.9%	955
Cc1cc(N2CCN(C(=O)c3ccco3)CC2)c2ccccc2n1	0.5	7%	11%	i	5	-0.1	-0.7%	-7%	i	nt	nt	0.4%	1340
COc1cccc2sc(N3CCN(C(=O)c4ccco4)CC3)nc12	0.4	11%	7%	i	27	nt	nt	-2%	i	nt	nt	-0.9%	nt
CCN(CC(=O)Nc1c(F)cccc1F)C(=O)c1ccc(C(F)(F)F)cc1	1.0	7%	8%	i	32	nt	-0.6%	-14%	i	nt	nt	2.7%	nt
Cc1c(CCO)c(=O)[nH]n1C(=O)c1c(F)cccc1F	1.6	15%	4%	i	44	0.4	-0.6%	6%	i	-1	-4	1.6%	943
CN1CCN(C(=O)C(N)Cc2ccccc2)CC1 (centres undefined)	0.3	-3%	2%	i	42	-0.6	0.2%	4%	i	-5	-8	0.1%	1105
O=C(COC(=O)CNC(=O)C1CCCCC1)Nc1ccc(Cl)cc1F	0.8	9%	-8%	i	38	0.7	0.2%	6%	i	7	-9	0.1%	1061
Cc1cc(C)cc(N(C(=O)CNC(=O)c2ccco2)C(C(=O)NC2CCCCC2)c2ccncc2)c1 (centres undefined)	4.2	10%	8%	i	22	nt	-0.7%	-2%	i	nt	nt	0.2%	nt
N#CCC(=O)N/N=C/c1ccc(Sc2nc3ccccc3s2)o1	0.7	9%	8%	i	26	nt	-0.2%	0%	i	1	-5	2.4%	nt
O=C1NNC(c2ccccc2)=N/C1=C\c1ccccc1Cl	1.0	-9%	2%	i	nt	-0.2	1.9%	-4%	nt	nt	nt	nt	1280
Cc1ccc2oc(=O)cc(CN3CCC(C)CC3)c2c1	2.4	7%	8%	i	41	0.7	-0.5%	4%	i	2	8	2.6%	1006
CCOC(=O)CN(C(=O)COc1nc(-c2ccccc2)cc(C)c1C#N)c1ccc(C)cc1	0.4	3%	6%	i	18	1.6	-0.9%	-9%	i	nt	nt	-0.1%	1289
CCOC(=O)c1ccccc1Nc1cc(C)nc2nc(C)nn12	3.0	2%	-6%	i	64	-2.5	-0.6%	-1%	i	11	4	0.9%	1031
COc1cc(/C=C/C(C)=O)cc(OC)c1OC	0.9	6%	7%	i	20	-1.1	0.4%	-5%	i	-4	-3	-0.1%	1051
O=C(Nc1nncs1)C1COc2ccccc2O1 (centres undefined)	1.2	9%	-1%	i	10	nt	0.5%	-2%	i	3	7	2.4%	nt
Cc1ccc(S(=O)(=O)N2CCN(C(=O)N3CCOCC3)C2C)cc1 (centres undefined)	0.7	0%	8%	i	30	-0.8	-0.7%	1%	i	-16	-7	-0.1%	1115
CCC1CCC(C(=O)NC(C(=O)Nc2ccc3c(c2)OCCO3)C(C)C)CC1 (centres undefined)	0.6	5%	12%	i	38	nt	1.1%	5%	i	-7	2	0.7%	nt
O=C(Nc1ccc2sccc2c1)c1cccc(N2C(=O)CCC2=O)c1	0.3	6%	12%	i	36	-3.9	0.5%	2%	i	-2	2	0.7%	917
Cc1ccc(C(=O)c2cccc(N)c2)cc1C	0.1	6%	6%	i	58	-0.5	0.2%	-1%	i	-12	2	0.2%	1154
Cc1cc(S(=O)(=O)N2CCCC2)ccc1OCC(=O)NC1CCCC1	nt	-6%	2%	nt	39	-0.6	-0.1%	-6%	i	1	6	-0.4%	1035
O=C(c1ccco1)N1CCN=C1SCc1ccccc1F	1.2	4%	-5%	i	43	nt	-0.7%	20%	i	11	14	2.1%	nt
Clc1ccc(OCc2nn3c(-c4ccccc4)nnc3s2)c(Cl)c1	6.5	4%	7%	i	31	-3.4	-0.4%	-4%	i	25	5	1.1%	1117
COC(=O)C1=C(C)N(CCC2=CCCCC2)C(=O)C1	1.6	19%	13%	i	42	nt	0.6%	2%	i	0	5	0.6%	nt
CCC(=O)Nc1nnc(SCCOC)s1	0.0	3%	4%	i	35	-2.4	-0.1%	4%	i	7	16	0.9%	1069
O=C(NCC1CCCO1)c1cc2n(n1)C(C(F)(F)F)CC(c1ccc(F)cc1)N2 (centres undefined)	1.2	4%	6%	i	51	1.2	-0.6%	14%	i	11	14	-0.2%	505
Cn1nccc1C(=O)Nc1sc2c(c1C(N)=O)CCCC2	0.4	5%	8%	i	57	-0.7	-0.7%	4%	i	2	-10	3.3%	1521
CN(CCC1CCOCC1)C(=O)CC1C(=O)NCCN1Cc1c(F)cccc1Cl (centres undefined)	0.2	12%	6%	i	32	nt	-0.7%	7%	i	nt	nt	0.1%	nt
N#C/C(=C\C=C\c1ccccc1)c1nc(-c2ccc3c(c2)OCO3)cs1	0.5	6%	-1%	i	20	-1.7	-0.6%	-7%	i	-1	-1	1.5%	1184
COc1cccc(CN2CC(C(=O)NCCCCc3ccccn3)CCC2=O)c1 (centres undefined)	1.5	27%	9%	i	66	nt	-0.4%	-3%	i	nt	nt	0.5%	nt
C=CCn1c(CC(C)(C)C)nc2ccccc21	0.1	11%	2%	i	49	0.9	0.1%	-6%	i	-5	-5	-1.2%	1000
O=C1c2ccccc2S(=O)(=O)N1Cc1c(F)cccc1Cl	0.7	0%	8%	i	45	nt	0.4%	3%	i	nt	nt	0.6%	nt
Cc1c(/C(O)=C2/C(=O)C(=O)N(CCN3CCOCC3)C2c2ccccn2)cnn1-c1ccccc1 (centres undefined)	0.3	18%	nt	i	39	-2.6	0.2%	-1%	i	1	-9	1.1%	1106
Cc1cc(C)c2oc(C(=O)N3CCN(C)CC3)cc(=O)c2c1	0.6	8%	1%	i	44	nt	0.4%	-3%	i	nt	nt	1.3%	nt
COc1ccc(Cn2c(=O)[nH]c3cc(C(=O)Nc4ccccc4C)ccc32)cc1	1.0	21%	6%	i	14	nt	-0.5%	-4%	i	nt	nt	2.3%	nt
COc1cc(C(=S)N2CCOCC2)cc(OC)c1OC(=O)c1ccc([N+](=O)[O-])cc1[N+](=O)[O-]	0.2	0%	14%	i	nt	nt	-1.1%	0%	nt	nt	nt	1.5%	nt
CCC(C)NC(=O)CSc1ccc(S(=O)(=O)N2CCN(Cc3ccccc3)CC2)cn1 (centres undefined)	0.6	nt	6%	i	31	nt	nt	nt	i	nt	nt	0.6%	nt

# Rows are unselected. Share with any hit: about 3.6%.
